From PubChem
ARFGAP1 inhibitor = rat ARFGAP1 inhibition; Arfgap1-stimulated ARF1 GTP hydrolysis, GDP FP detection; inhibition, % at 16.5 µM; 360,000 compounds, 0.26% hits;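 active = inhibition above a per-plate limit, mean inhibition of low control wells plus 3 SD, cut at about 25% in these data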;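 also: 0% = DMSO wells with enzyme and 100% = wells lacking Arfgap1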
Target sequence (Q62848 1-136 limits assumed): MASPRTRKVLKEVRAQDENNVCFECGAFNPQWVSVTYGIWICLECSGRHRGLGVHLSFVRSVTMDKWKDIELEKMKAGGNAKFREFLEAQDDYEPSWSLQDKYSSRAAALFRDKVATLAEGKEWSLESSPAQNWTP
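System: truncated rat Arfgap1 GAP domain / Medium: HEPES-based buffer, pH 7.5 / Also added: N-terminally truncated human ARF1-GTP substrate / Incubation: enzyme reaction 120 min at 25 °C after 20 min preincubation / Measured by: FP of antibody-bound GDP Alexa 633 tracer, ex 620/em 688 nm / Replicates: singlicate, each compound tested once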
PLC-gamma1 inh = PLC-gamma1 (human) inhibition, primary screen. purified PLC-gamma1, fluorogenic substrate, fluorescence. inhibition, % at 12.2 µM. 370,000 compounds, 0.84% hits. AID 720700; in the data active = inhibition above about 9.5%
Tn7 DDE FP = disrupts Tn7 cyclic peptide binding to fibrin D-Dimer-E complex | P02675 | FP displacement of FITC-Tn7 peptide from fibrin DD(E); 0% = median of compound wells per plate | inhibition, % at 8.3 µM | 370,000 compounds, 0.13% hits | AID 720508;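 active = inhibition above the mean of compounds falling within the control limits plus 3 SD of them, cut at about 14% in these data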;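 also: 0% = plate median of compound wells and 100% = 10 µM Aha-Tn7 peptide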
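assay system = human clot-derived fibrin DD(E) complex | quantity = Fibrin-DD(E) at 2 µM final | timing = 10 min preincubation, 3 h with tracer, room temperature | signal = fluorescence polarization | measure = percent inhibition | benchmarks = high control wells with 10 µM unlabelled Aha-Tn7 peptide (full inhibition) | replicates = singlicate testing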
NR1D1 modulator = Rev-erb alpha (human) modulation; activity, % at 10 µM; AID 1259318; P20393; 370,000 compounds, 0.79% hits; Rev-erbα–FITC-DNA binding, fluorescence polarization, 90 min;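 active = activity above about 14%, limit read from the data; passing the limit was not always enough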;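 also: 0% = DMSO wells with 35 nM protein and 100% = DMSO wells with 750 nM protein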
Tn6 DDE FP = disrupts Tn6 cyclic peptide binding to fibrin D-Dimer-E complex; P02675; Fibrin DD(E) TRITC-Tn6 fluorescence polarization displacement; inhibition, % at 8.3 µM; 370,000 compounds, 0.21% hits;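 active = inhibition above a per-campaign cutoff: mean of compounds within control limits plus 3 SD, cut at about 15% in these data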;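 also: 0% = median of all compound wells on the plate and 100% = blocking peptide control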
UHRF1 binding = UHRF1 methyl-DNA binding inhibition | inhibition, % at 4.4 µM | 370,000 compounds, 0.75% hits | UHRF1 binding to methylated oligo, TR-FRET | Q96T88; in the data active = inhibition above about 21%;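 also: UHRF1 SRA domain binding a hemimethylated CpG hairpin DNA probe; 0% = median of test compound wells and 100% = reference inhibitor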
Target sequence (Q96T88 whole entry, looked up, the tested form may be a part): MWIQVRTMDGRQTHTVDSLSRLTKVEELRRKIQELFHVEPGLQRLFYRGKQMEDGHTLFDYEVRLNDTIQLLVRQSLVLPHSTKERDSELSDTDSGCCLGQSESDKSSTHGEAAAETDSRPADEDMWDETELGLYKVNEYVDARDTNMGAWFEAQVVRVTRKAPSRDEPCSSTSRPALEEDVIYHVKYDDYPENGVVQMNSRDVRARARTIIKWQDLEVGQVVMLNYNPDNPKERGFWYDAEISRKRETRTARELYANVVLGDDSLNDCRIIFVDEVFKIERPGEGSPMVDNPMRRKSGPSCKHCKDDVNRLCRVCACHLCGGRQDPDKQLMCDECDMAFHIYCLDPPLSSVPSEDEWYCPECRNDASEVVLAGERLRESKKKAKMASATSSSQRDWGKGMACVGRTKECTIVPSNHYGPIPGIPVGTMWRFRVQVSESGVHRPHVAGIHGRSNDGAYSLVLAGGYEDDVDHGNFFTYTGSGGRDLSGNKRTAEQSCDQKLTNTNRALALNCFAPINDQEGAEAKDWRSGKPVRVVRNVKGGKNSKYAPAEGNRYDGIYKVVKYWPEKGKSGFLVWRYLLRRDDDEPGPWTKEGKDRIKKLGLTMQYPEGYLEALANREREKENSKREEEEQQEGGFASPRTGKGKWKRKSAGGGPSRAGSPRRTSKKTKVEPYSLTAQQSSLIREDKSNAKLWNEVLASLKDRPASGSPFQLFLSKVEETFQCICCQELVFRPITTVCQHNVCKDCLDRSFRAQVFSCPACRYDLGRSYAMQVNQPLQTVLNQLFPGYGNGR
ASAP1 GAP inh = inhibitors of human ASAP1 ArfGAP activity | 360,000 compounds, 0.19% hits | AID 624377 | ASAP1-stimulated ARF1 GTP hydrolysis, GDP FP detection | inhibition, % at 16.5 µM | Q9ULH1; in the data active = inhibition above about 25%;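 also: 0% = vehicle with enzyme and substrate and 100% = no enzyme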
proKLK7 act = proKLK7 (human) activation, primary screen. P49862. purified proKLK7, EDANS-DABCYL substrate fluorescence; 100% is mature enzyme control, 0% vehicle. activation, % at 7 µM. 370,000 compounds, 0.9% hits;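 active = activation above the mean of all tested compounds plus 3 SD, computed per campaign excluding outliers beyond control limits, cut at about 13% in these data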
PLCb3 inh = PLC-beta3 (human) inhibition, primary screen. 370,000 compounds, 0.18% hits. Purified PLC-beta3, fluorogenic substrate, fluorescence. inhibition, % at 12.2 µM; in the data active = inhibition above about 11%;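 also: 0% = median of compound wells on plate and 100% = full blocker control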
HGIII-sPLA2 inh = Inhibits HGIII-sPLA2 liposome hydrolysis, primary screen | AID 743126 | Q9NZ20 | QFRET BODIPY PC-A2 liposome hydrolysis, fluorescence | 370,000 compounds, 0.56% hits | inhibition, % at 12.2 µM;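 active = inhibition above mean plus 3 SD of compounds lying within the high and low control bounds, cut at about 19% in these data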;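 also: 0% = median of test compound wells and 100% = no enzyme DMSO wells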
* marks the source's active call; other numbers are inactive results; i = inactive; . = not tested or not shown.

SMILES	ARFGAP1 inhibitor	PLC-gamma1 inh	Tn7 DDE FP	NR1D1 modulator	Tn6 DDE FP	UHRF1 binding	ASAP1 GAP inh	proKLK7 act	PLCb3 inh	HGIII-sPLA2 inh
COc1ccc(NS(=O)(=O)c2cccc(C(=O)NN=Cc3cc(Br)c(O)c(Br)c3)c2)cc1	0	-248	0	-2	-21	-4	2	-0.8	-366	-9
CC(C)OC(=O)CC1C(=O)NCCN1C(=S)NC(=O)c1ccccc1Cl (stereo not drawn)	-8	2	1	-6	3	0	0	0.1	2	2
COC1CC(N)C2OC(c3ccccc3)OCC2O1 (stereo not drawn)	-2	2	-1	-2	-1	0	-11	-0.6	-6	11
COc1ccc(NC(=S)N2CCC(C(=O)c3ccc(Cl)cc3)CC2)cc1	-8	1	2	-4	4	-1	-3	-0.3	-2	0
COc1ccc(NC2=Nc3ccccc3N[C@@]23C[C@H]2CCCC(=O)N4CC[C@@H](C3)[C@@H]24)cc1	9	-2	2	-2	-5	-3	-3	-0.1	-4	6
CCN1CCN(Cc2cc(=O)oc3ccc(C)cc23)CC1	7	1	-8	3	2	-2	-11	0.3	-4	-4
CC(=O)c1ccc(-c2c(C)cc3oc(=O)cc(-c4ccccc4)c3c2C)cc1	8	2	-3	0	2	0	7	-0.1	-1	0
Nc1ccc(-c2nc3c(Cl)cc(N)cc3[nH]2)cc1	14	i	6	9	-10	0	3	42*	i	4
CCOc1ccc(C(=O)N/N=C/c2ccc(SC)cc2)cc1	11	-6	6	-1	4	0	-1	-0.1	-3	-4
CCN(CC)C(=O)CS(=O)(=O)CC(=O)Nc1cc(OCCOC)c(Cl)cc1Cl	6	2	-2	-3	1	-2	2	-0.6	0	-17
CC1(C)C(CC2OCC(CN3CCCCC3)O2)[C@H]2CC[C@@H]1C2 (stereo partly drawn)	2	0	7	0	4	0	-2	-0.2	-7	8
COc1ccccc1NC(=S)N(CCCN(C)C)Cc1cc2cc3c(cc2[nH]c1=O)OCO3	0	-26	-2	-1	4	1	8	2.0	-34	1
Cc1ccc(C)c(NC(=O)c2cc(-c3cc(C)ccc3O)n[nH]2)c1	17	3	3	6	-7	0	14	0.0	-1	-21
O=C(COC(=O)Cc1ccc(F)cc1)NC1CCS(=O)(=O)C1 (stereo not drawn)	4	0	7	2	-2	-1	10	0.4	-2	5
NC(=O)c1ccccc1NS(=O)(=O)c1cccs1	7	3	2	-2	2	1	-4	0.5	0	-1
CC(C)c1cc(C(=O)OCC(=O)NC2CCS(=O)(=O)C2)c(O)c(C(C)C)c1 (stereo not drawn)	17	-2	-7	2	0	1	14	0.5	1	-1
O=C(CN1CCC(NC(=O)c2cccc(F)c2)CC1)NCc1ccccc1F	-1	1	-1	3	-5	0	11	0.4	2	-2
CC(OC(=O)c1cccc(-n2cnnn2)c1)C(=O)Nc1ccccc1F (stereo not drawn)	0	1	-5	0	-3	2	-2	-0.2	-2	-5
O=C(COc1ccc(Br)cc1)NNC(=O)c1ccc(-n2cncn2)c([N+](=O)[O-])c1	-1	0	-7	2	1	3	1	0.8	-4	-5
CC(=O)c1c(C)[nH]c(C(=O)COc2ccc3c(C)cc(=O)oc3c2)c1C	-2	0	0	-2	-5	-1	4	0.0	-6	5
COc1ccc(Cn2c(C)c(CC(=O)Nc3ccc(Oc4cccnc4)c(C)c3)c3ccccc32)cc1	7	-13	-1	-2	6	-3	4	0.0	-19	-3
COc1ccc(C)cc1N(C(=O)c1ccccc1F)c1nc2ccccc2s1	14	1	4	-1	-7	2	-12	-0.4	2	-1
COc1ccc(Nc2nc(C)cc(C)c2C#N)cc1OC	1	0	-5	0	1	0	0	-0.3	3	-1
CCCn1c(C(CO)Nc2nc(-c3cccc(Br)c3)cs2)nc2ccccc21 (stereo not drawn)	6	1	3	-4	1	1	-4	-0.8	1	-32
Clc1ccccc1-c1nnc2sc(-c3ccc(Br)o3)nn12	-9	-2	-9	1	-2	1	-2	-0.6	-6	5
CCCCNC(=O)C1(C(=O)c2ccc(OC)cc2)CC(c2ccccc2C(F)(F)F)=NO1 (stereo not drawn)	.	3	12	5	-1	0	.	-0.6	0	-4
CCOc1ccc(NC(=O)c2ccc3c(c2)C(=O)N(Cc2ccncc2)C3=O)cc1	-1	7	-2	-2	-1	-4	9	0.2	1	12
NC(=O)C(=O)NN=C1C2CC3CC(C2)CC1C3	-6	8	-3	-6	1	2	9	0.1	0	10
COc1ccc(C(=O)/C=C2/C(=O)Nc3ccccc32)cc1OC	-6	-3	0	-5	5	-1	-5	0.2	-5	1
CC(c1cccnc1)N(CCN(C)C)C(=O)Nc1ccc(Cl)c(Cl)c1 (stereo not drawn)	8	2	8	1	-5	4	-6	-0.1	-1	0
CCN(CCNC(=O)Nc1ccc(Cl)cc1)c1ccccc1	-6	7	-6	4	2	3	5	1.1	6	-7
O=C(O/N=C\c1ccc(N2CCOCC2)c([N+](=O)[O-])c1)c1ccc(F)cc1	-10	0	1	-4	9	2	12	0.1	-1	4
O=C(COC(=O)Cc1ccc(Cl)cc1Cl)NCCC1=CCCCC1	-7	0	-9	0	1	5	2	-0.7	-2	-2
Clc1cccc(COn2c(-c3ccc(Cl)cc3Cl)nc3ncccc32)c1	7	2	-2	3	-9	3	-4	0.7	-7	-30
Cc1ccc(Cc2c(-c3ccco3)nc3ccc(C)cn23)cc1	9	-42	-2	-7	-2	24*	7	-0.4	-77	-4
O=S(=O)(NCc1ccco1)c1ccc2ccccc2c1	1	0	-2	0	8	3	6	0.9	-7	-14
Cc1ccc(SCCC(=O)Nc2cccc(N(C)S(C)(=O)=O)c2)cc1	-7	1	3	3	6	-3	0	0.4	0	-10
CC(COc1cccc(Br)c1)CN1CCC(C(O)(c2ccccc2)c2ccccc2)CC1 (stereo not drawn)	.	4	-1	-4	-8	3	.	-0.4	-7	-11
O=C(CSc1nnc(Cn2c(=O)sc3ccccc32)n1CCc1ccccc1)N1CCCC1	-2	3	-7	-11	-9	1	14	-0.8	0	1
COc1cc(NC(=O)CCS(=O)(=O)c2ccc3c(c2)n(C)c(=O)c(=O)n3C)cc(OC)c1	-3	1	-3	6	-5	1	-7	0.0	3	2

11 consecutive entries from above, for reference:
SMILES	ARFGAP1 inhibitor	PLC-gamma1 inh	Tn7 DDE FP	NR1D1 modulator	Tn6 DDE FP	UHRF1 binding	ASAP1 GAP inh	proKLK7 act	PLCb3 inh	HGIII-sPLA2 inh
COc1ccc(Cn2c(C)c(CC(=O)Nc3ccc(Oc4cccnc4)c(C)c3)c3ccccc32)cc1	7	-13	-1	-2	6	-3	4	0.0	-19	-3
COc1ccc(C)cc1N(C(=O)c1ccccc1F)c1nc2ccccc2s1	14	1	4	-1	-7	2	-12	-0.4	2	-1
COc1ccc(Nc2nc(C)cc(C)c2C#N)cc1OC	1	0	-5	0	1	0	0	-0.3	3	-1
CCCn1c(C(CO)Nc2nc(-c3cccc(Br)c3)cs2)nc2ccccc21 (stereo not drawn)	6	1	3	-4	1	1	-4	-0.8	1	-32
Clc1ccccc1-c1nnc2sc(-c3ccc(Br)o3)nn12	-9	-2	-9	1	-2	1	-2	-0.6	-6	5
CCCCNC(=O)C1(C(=O)c2ccc(OC)cc2)CC(c2ccccc2C(F)(F)F)=NO1 (stereo not drawn)	.	3	12	5	-1	0	.	-0.6	0	-4
CCOc1ccc(NC(=O)c2ccc3c(c2)C(=O)N(Cc2ccncc2)C3=O)cc1	-1	7	-2	-2	-1	-4	9	0.2	1	12
NC(=O)C(=O)NN=C1C2CC3CC(C2)CC1C3	-6	8	-3	-6	1	2	9	0.1	0	10
COc1ccc(C(=O)/C=C2/C(=O)Nc3ccccc32)cc1OC	-6	-3	0	-5	5	-1	-5	0.2	-5	1
CC(c1cccnc1)N(CCN(C)C)C(=O)Nc1ccc(Cl)c(Cl)c1 (stereo not drawn)	8	2	8	1	-5	4	-6	-0.1	-1	0
CCN(CCNC(=O)Nc1ccc(Cl)cc1)c1ccccc1	-6	7	-6	4	2	3	5	1.1	6	-7

Next part
SMILES	ARFGAP1 inhibitor	PLC-gamma1 inh	Tn7 DDE FP	NR1D1 modulator	Tn6 DDE FP	UHRF1 binding	ASAP1 GAP inh	proKLK7 act	PLCb3 inh	HGIII-sPLA2 inh
COc1cccc(-n2nnc3c(=O)n(CC(=O)N4CCCc5ccccc54)cnc32)c1	-4	2	2	-5	-2	-2	13	-0.4	4	-2
NNC(=O)C1C(O)CCC2CN3CCc4c([nH]c5ccccc45)C3CC21 (stereo not drawn)	4	-64	4	-4	2	-10	3	4.1	-94	-4
COc1ccccc1NC(=O)c1ccc([N+](=O)[O-])cc1[N+](=O)[O-]	-10	3	6	7	-2	3	7	-0.9	-6	8
CC1(C)Cc2c(sc3nc4n(-c5ccccc5)c(=O)c(CCC(=O)O)nn4c(=O)c23)CO1	-9	-1	-4	-3	-3	-2	-10	-0.4	-9	-1
CCCCOc1ccc(/C=C/C(=O)Nc2ccc([N+](=O)[O-])cc2C)cc1	-10	1	-2	-2	1	0	-7	0.0	0	7
Cc1ccccc1CNS(=O)(=O)c1ccccc1[N+](=O)[O-]	3	0	3	-2	-2	0	-9	-0.8	0	-8
COc1ccc(NS(=O)(=O)c2ccc(NC(=S)NC(=O)C(C)C)cc2)cc1	2	11*	-5	1	2	5	31*	-0.5	5	-16
O=C(c1ccc2c3c(cccc13)CC2)C1CCCN(C(=O)c2ccc(=O)[nH]c2)C1 (stereo not drawn)	5	-64	-1	-2	-2	-3	-13	0.4	-85	-13
Cc1cc(=O)[nH]c(N2CCOCC2)n1	0	0	9	-4	1	-1	10	0.8	3	0
CCN(CC(=O)NCCC1=CCCCC1)S(=O)(=O)c1ccccc1	0	-1	-8	1	3	-2	-2	-0.1	-4	-7
CCN(CC)C(=O)c1cc(-c2ccc(Br)cc2)on1	-6	-1	4	0	2	0	0	0.0	-1	-6
Cc1cccc(OCC(=O)Nc2ccc3c(c2)nc2n3CCOC2)c1	6	2	-5	1	-4	2	15	-0.3	-10	8
COCCCn1c(SCC(=O)Nc2ccccc2)nnc1-c1ccncc1	7	-1	8	6	4	0	2	0.0	0	1
COc1ccc(N2C(=O)CC(NC3CC3)C2=O)cc1 (stereo not drawn)	3	1	-5	-2	1	2	10	0.2	2	3

Rows are unselected; 4.5% or so of the library scored in one or more.
